Compound activity: PubChem, several laboratories
KOR beta-arrestin-1 = KOR agonists, beta-arrestin recruitment, primary screen, cell-based, luminescence, uHTS (AID 1777); actives 0.02% (n = 280,000); one-dose activation, % at 10 µM; EC50 in µM for titrated hits; KOR beta-arrestin recruitment, luminescence; higher % means a stronger effect; in the data active = activation above about 50%, passing the limit was not always enough; note: a part of the inactive calls stands beside numbers as strong as those of hits
TNAP activation fold = stimulation of alkaline phosphatase TNAP activity – biochemical, luminescent, no phosphate acceptor, uHTS, primary screen (AID 1001) | purified TNAP, luminescent activation assay, no phosphate acceptor; higher activation fold means a stronger effect | activation fold at 20 µM; hits with a dose series show EC50 in µM | actives 0.03% (n = 200,000); in the data active = activation fold from about 3, or a potency from the dose series; inactive = the rest, 99 in 100 with activation fold below about 1.6; note: many of its hits are not listed in these tables
NTR1 ag = agonists of NTR1, primary screen, imaging, U2OS cells, beta-arrestin-GFP, high content (AID 493036); P30989; NTR1-U2OS beta-arrestin-GFP spot imaging, agonist mode; activation, % at 20 µM; actives 0.17% (n = 330,000);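 active = activation at or above 40% of the spot to cytoplasm intensity ratio, with at least 20 cells analyzed; inconclusive = wells under 20 cells, flagged as cytotoxic or low count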;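 note: 0% = DMSO without peptide and 100% = 100 nM NTR1 peptide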
Target sequence (P30989 whole entry, looked up): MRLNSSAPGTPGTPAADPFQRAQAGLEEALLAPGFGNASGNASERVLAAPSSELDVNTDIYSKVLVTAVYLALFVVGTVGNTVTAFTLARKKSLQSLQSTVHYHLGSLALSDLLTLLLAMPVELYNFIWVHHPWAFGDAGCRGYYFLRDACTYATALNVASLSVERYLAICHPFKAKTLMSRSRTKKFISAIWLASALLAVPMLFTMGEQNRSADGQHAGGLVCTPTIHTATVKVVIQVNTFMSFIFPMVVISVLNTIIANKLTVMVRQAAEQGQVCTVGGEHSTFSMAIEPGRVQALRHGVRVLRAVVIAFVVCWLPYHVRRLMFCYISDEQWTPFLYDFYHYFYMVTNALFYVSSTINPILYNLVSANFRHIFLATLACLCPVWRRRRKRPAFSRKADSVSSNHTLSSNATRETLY
GPR55 beta-arrestin = selective activators of receptor GPR55 – imaging, U2OS cells, beta-arrestin-GFP redistribution, primary screen (AID 1961); U2OS GPR55 beta-arrestin-GFP redistribution imaging; higher % means a stronger effect; one-dose activation, % at 10 µM; EC50 in µM for titrated hits; actives 0.048% (n = 290,000);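 active = activation above 40% with more than 50 cells counted in the well; inconclusive = wells holding fewer than 50 cells, flagged as toxic or sparse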;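 note: U2OS osteosarcoma cells stably expressing GPR55 and beta-arrestin-GFP; plate controls were DMSO negative control for no effect and LPI positive control for full effect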
KOR beta-arrestin-2 = KOR antagonists, beta-arrestin recruitment, cell-based, luminescence, uHTS (AID 1778). actives 0.091% (n = 290,000). inhibition, % at 10 µM, or IC50 in µM where a hit was titrated. KOR beta-arrestin recruitment, luminescence, antagonist mode; higher % means a stronger effect; note: strong numbers were not always called active
Yfh1-depleted yeast = mitochondrial function rescue without frataxin homolog – Friedreich's ataxia, plus single-dose screen, dose response (AID 1465); S. cerevisiae Yfh1-off respiration, WST-1 reduction, 72 h; higher fold induction means a stronger effect; one-dose fold induction at 50 µM; EC50 in µM for titrated hits; actives 0.074% (n = 220,000);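 active = fold induction of absorbance versus untreated yeast above a set limit, then at least 30% activation at any dose in follow-up; inconclusive = repeats straddling the limit, or above it without dose testing; inactive = fold induction below the set limit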;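 note: activators that raise dye reduction in frataxin-depleted yeast; strong numbers were not always called active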
CSM14.1 death rescue = rescue of cells from ER stress-induced death, primary screen, 384-well, CSM14.1, thapsigargin, ATP luminescence (AID 1222) | CSM14.1 thapsigargin-induced death rescue, ATP luminescence; higher % means a stronger effect | cellular ATP content (survival), % at 20 µM; hits with a dose series show EC50 in µM | 190,000 tested, under 10 active;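 active = EC50 below 50 µM in the dose-response confirmation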;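 note: death triggered by thapsigargin at about 15 µM added after 2 h compound pretreatment; cell ATP read after overnight thapsigargin exposure of roughly 18 to 22 hours; normalized against plate controls of thapsigargin alone and 5% DMSO vehicle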
HEK293 NOD2/NF-kB = inhibition of NOD2-driven NF-kB reporter – cell-based, luminescence, uHTS, HEK293 (AID 1566); HEK293 NOD2/NF-kB luciferase reporter, luminescence; higher % means a stronger effect; inhibition, % at 4 µM; hits with a dose series show EC50 in µM; actives 0.63% (n = 290,000); note: many of its hits are not listed in these tables
NOD1 inhibition = inhibition of NOD1-driven NF-kB reporter – cell-based, luminescence, uHTS, primary screen (AID 1578); actives 1% (n = 290,000); NOD1-driven NF-kB luciferase reporter cells, luminescence; higher % means a stronger effect; inhibition, % at 4 µM, or EC50 in µM where a hit was titrated; in the data active = inhibition mostly above about 36%, no sharp cut-off; inactive = mostly below about 34%;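 note: HEK-293T reporter cells stimulated with the NOD1 agonist gamma-tri-DAP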
NTR1 ag cell count 20 µM = also measured in NTR1 ag; calls as there; cell count; measured here: cell count, cytotoxicity flag
The depositor's hits bear a star; i = inactive; ? = inconclusive; . = not tested or not shown; [ ] = dose if it differs, or a comment. Cut-off read from the data, not from the text of the source, unless noted: active = inhibition above about 50%; inactive = the rest. An excerpt; count on the stated rates, not on these rows.

SMILES	KOR beta-arrestin-1	TNAP activation fold	NTR1 ag	NTR1 ag cell count 20 µM	GPR55 beta-arrestin	KOR beta-arrestin-2	Yfh1-depleted yeast	CSM14.1 death rescue	HEK293 NOD2/NF-kB	NOD1 inhibition
COc1cc(/C=C(\C#N)c2nc3ccccc3[nH]2)cc(OC)c1O	-1.2%	0.7	.	.	-0.1%	5%[20 µM]	i	-1.4%	-136%	6%
O=C(CC1(C(=O)O)CCCC1)N1CCOCC1	-3.0%	1.2	-2.0	89	0.0%	-51%	i	-2.4%	11%	3%
CC(C)CSc1nc2c(=O)[nH][nH]c(=O)c2n1Cc1ccccc1	-2.6%	1	-1.0	56	0.6%	29%	i	-0.1%	22%	-32%
O=C(NCc1ccccc1Cl)C1CCN(S(=O)(=O)c2ccc(-n3cnnn3)cc2)CC1	-4.7%	.	-0.3	52	-0.3%	17%	.	.	-24%	-24%
O=C(CSc1nc(O)cc(=O)[nH]1)C1CC1	-1.2%	1.1	0.7	49	-0.1%	-16%	i	-2.7%	1%	11%
N#C/C(=C/c1ccc(N2CCCCCC2)o1)c1ccc(Cl)cc1	3.5%	2.3	-4.4	62	-0.1%	14%	i	-0.9%	-14%	-27%
CC(=O)Nc1ccc(CN2CCN(CC(C)C)C(CCO)C2)cc1 (stereo not drawn)	2.9%	1.1	-2.4	69	0.2%	-19%	i	0.8%	2%	-35%
CCNc1nc(NCC)nc(Nn2cnnc2)n1	-0.1%	1.2	0.1	49	-0.1%	27%	i	1.0%	18%	15%
O=C1CCCC(=O)N1c1ccc(N2CCN(c3ccc([N+](=O)[O-])cc3)CC2)c([N+](=O)[O-])c1	-4.9%	0.9	1.3	74	0.2%	36%	i	-1.5%	3%	-9%
CCCCCC(=O)Nc1cc(S(=O)(=O)N2CCCCC2)ccc1N1CCOCC1	1.0%	.	1.5	72	0.0%	3%	.	.	2%	-17%
Cn1c(=O)c2c(nc(NCc3ccco3)n2C)n(C)c1=O	0.7%	1.1	-0.3	50	0.2%	9%	i	1.6%	4%	-2%
CCOc1ncccc1C(=O)NCCc1c[nH]c2ccccc12	-0.2%	.	3.5	54	-0.1%	-3%	.	.	30%	1%
CC(NC(=O)c1cnc2n(c1=O)CCS2)c1ccccc1 (stereo not drawn)	3.9%	1	0.4	54	0.6%	-37%	i	2.4%	4%	0%
CCN(CC)C(=O)c1nn(-c2ccccc2)c2c1C1CCC2(C)C1(C)C (stereo not drawn)	-1.1%	1	-0.1	41	1.6%	4%	i	4.4%	24%	6%
O=C(NCCCN1CCOCC1)c1ccc(Cl)cc1[N+](=O)[O-]	.	1	0.1	33	-0.1%	1%[20 µM]	i	0.0%	18%	-26%
CC(C)Cn1c(N)c(C=O)c(=O)[nH]c1=O	-1.7%	1.1	5.2	53	-0.3%	35%	i	0.9%	2%	-17%
O=C(CSc1n[nH]c(-c2ccncc2)n1)Nc1ccc(Cl)c(C(=O)O)c1	0.8%	.	-1.1	56	-0.1%	22%	.	.	1%	0%
COc1ccc(C(N)=S)c(OC)c1	-1.3%	1.3	-1.5	95	0.2%	-12%	i	-1.2%	10%	-32%
Oc1cccc2ccc[n+](CC(O)Cn3c4ccccc4c4ccccc43)c12 (stereo not drawn)	1.1%	0.8	3.0	42	0.6%	26%	i	-0.2%	16%	36%
C=CCC1(C#N)C(SC)=NC2=C(C(=O)CC(C)(C)C2)C1c1ccc(Br)cc1 (stereo not drawn)	-2.2%	1	5.1	43	-0.1%	34%	i	6.4%	-4%	17%
COc1ccc(C(=O)C2CCN(CC(=O)Nc3ccccc3F)CC2)cc1	-0.6%	.	0.4	53	0.6%	-20%	.	.	15%	-12%
COc1ccc(Cc2nnc(NS(=O)(=O)c3ccc(Cl)cc3)s2)cc1OC	.	1.1	1.6	99	-0.1%	-31%[20 µM]	i	0.0%	7%	-26%
CCOc1ccc(-n2nc(C(=O)N3CCN(CC)CC3)c3ccccc3c2=O)cc1	-4.5%	1.1	0.7	65	-0.3%	-45%	i	-2.1%	9%	20%
COc1ccc(N2C(=O)/C(=C\c3ccco3)N=C2SCC(=O)N(C(C)C)C(C)C)cc1Cl	3.4%	1.1	0.7	63	0.6%	-43%	?	-1.9%	-7%	23%
COC(=O)N/N=C\c1cccc(OC(=O)c2cccs2)c1	0.2%	1.1	-0.8	34	-0.4%	10%	i	0.5%	13%	-15%

Continued; the last two above are carried over.
SMILES	KOR beta-arrestin-1	TNAP activation fold	NTR1 ag	NTR1 ag cell count 20 µM	GPR55 beta-arrestin	KOR beta-arrestin-2	Yfh1-depleted yeast	CSM14.1 death rescue	HEK293 NOD2/NF-kB	NOD1 inhibition
COc1ccc(N2C(=O)/C(=C\c3ccco3)N=C2SCC(=O)N(C(C)C)C(C)C)cc1Cl	3.4%	1.1	0.7	63	0.6%	-43%	?	-1.9%	-7%	23%
COC(=O)N/N=C\c1cccc(OC(=O)c2cccs2)c1	0.2%	1.1	-0.8	34	-0.4%	10%	i	0.5%	13%	-15%
C=CCNC(=S)N/N=C/c1ccc(C)cc1C	6.2%	1	7.8	60	0.1%	-41%	i	-0.9%	11%	-16%
Cc1c(Cl)cccc1NC(=O)[C@@]1(CC(=O)O)CC(/C=C/c2ccccc2)=NO1	-1.5%	.	1.9	86	0.0%	14%	.	.	8%	-7%
O=C1CSC(c2ccccc2)N1CCc1ccccc1 (stereo not drawn)	1.0%	.	0.3	73	0.2%	-14%[20 µM]	.	.	-1%	-31%
CCOC(=O)c1sc(S(C)=O)c2c1CCc1conc1-2 (stereo not drawn)	-2.1%	.	0.9	38	0.1%	4%	i	.	10%	-10%
CCOC(=O)CCNC(=O)N1CCCC(C(=O)c2cc(C)c(OC)c(C)c2)C1 (stereo not drawn)	-0.6%	.	-0.9	39	-0.2%	-44%[20 µM]	.	.	22%	15%
COc1cccc(C=Nc2ccccc2C(=O)Nc2ccccc2)c1O	-1.9%	1.1	-2.0	71	-0.2%	21%	i	-3.3%	-9%	-27%
CCOC(=O)Cn1c(O)c(N=NC(=O)CNC(=O)Cc2ccccc2)c2ccccc21	0.7%	.	0.1	46	0.6%	-1%	.	.	19%	-14%
O=c1c(N2CCOCC2)nsnc1N1CCOCC1	-10%	1	0.8	56	-0.2%	-53%	i	0.4%	-8%	-3%
CCNC(=O)c1ccccc1-c1nc(-c2ccccc2Cl)no1	-3.5%	1.2	-0.3	64	-0.2%	-10%	i	0.9%	-4%	-24%
O=C(CNC(=O)c1ccco1)N/N=C/c1cc(Br)ccc1O	-4.5%	.	0.9	48	-0.2%	5%	.	.	35%	5%
Cc1nc([N+](=O)[O-])c(Sc2nc3ccc([N+](=O)[O-])cc3[nH]2)n1Cc1ccccc1	-5.1%	1	5.1	48	-0.5%	3%	i	-2.8%	.	.
CCCC1=C(C(=O)OCC)C(c2sccc2C)n2ncnc2N1 (stereo not drawn)	-1.7%	.	-0.4	55	0.2%	4%	i	.	-26%	-4%
CCN(CC(=O)Nc1cccc(OC)c1)C(=O)c1ccncc1	-1.7%	.	0.0	56	0.3%	-15%	.	.	7%	-16%
Cc1nnc(SCC(=O)Nc2ccccc2)c2ccccc12	-2.2%	.	1.4	57	-0.2%	6%	.	.	9%	-6%
Brc1ccc(-c2nnc(-c3ccco3)o2)cc1	3.7%	1.1	0.1	53	-0.2%	3%	.	-1.3%	-131%	-110%
CCc1c(C)sc(NC(=O)c2cc(CC(C)C)on2)c1C#N	-5.0%	1	1.1	87	-0.2%	-6%	i	-1.6%	31%	0%
Cn1nnc2cc(C(=O)NCCC3=CCCCC3)ccc21	3.5%	1	-0.4	48	-0.2%	-20%	.	-3.7%	-76%	-32%
O=P(O)(CCc1ccccn1)CN1CCCCC1	-7.1%	1.1	-0.7	44	-0.2%	34%	i	0.9%	-8%	6%
O=C(OCC(=O)N1CCOCC1)c1cccc(F)c1	-0.3%	.	-1.0	54	-0.3%	10%	.	.	-47%	-14%
COc1ccc(NC(=S)NC(=O)Cc2ccccc2)cc1	-3.5%	.	-1.3	54	1.0%	6%[20 µM]	.	.	-10%	-30%
O=C1COC(c2ccccc2)C2CCCCN12 (stereo not drawn)	-0.5%	1	2.9	77	-0.1%	-14%	i	-1.0%	-16%	-29%
CCCn1nnnc1NCc1ccccc1OCc1cccs1	-1.9%	1.2	-0.1	35	0.0%	-14%	i	-0.3%	18%	-1%
CCc1cc2c(CN(C)Cc3ccccc3F)cc(=O)oc2cc1O	-4.8%	.	15	42	0.3%	3%	.	.	35%	55%
Cc1nn(C)c(C)c1CN(C)C(=O)C1CCC(=O)N(C2CCCCCC2)C1 (stereo not drawn)	6.5%	.	1.7	42	0.2%	-36%	.	.	11%	-6%
Cc1ccc(N=C2NC(=O)/C(=C/c3cn(C)c4ccccc34)S2)cc1C	14%	1.3	.	.	-0.8%	-12%	?	-1.2%	14%	-33%
(continued)
SMILES	KOR beta-arrestin-1	TNAP activation fold	NTR1 ag	NTR1 ag cell count 20 µM	GPR55 beta-arrestin	KOR beta-arrestin-2	Yfh1-depleted yeast	CSM14.1 death rescue	HEK293 NOD2/NF-kB	NOD1 inhibition
Cc1cc(C(=O)N/N=C/c2cccc([N+](=O)[O-])c2)c(C)o1	-0.1%	1.1	-0.2	82	0.5%	-14%	i	-3.1%	15%	10%
CNC[C@@H](CC1CCCCC1)NC[C@H](CC(C)C)NCCc1cccc(C(F)(F)F)c1	-0.9%	.	9.9	37	3.7%	-77%[20 µM]	.	.	4%	-24%
O=C(COC(=O)c1c(Cl)cccc1Cl)NC1CCCCC1	-1.7%	1.1	1.9	34	-0.6%	16%	i	-0.7%	-19%	-26%
Cc1cc(C)c(S(=O)(=O)N/N=C/c2ccc([N+](=O)[O-])o2)c(C)c1	4.0%	.	-0.4	47	0.3%	-19%	.	.	6%	-37%
O=C(CSc1ncnc2scc(-c3ccccc3)c12)N1CCN(Cc2ccc3c(c2)OCO3)CC1	-4.4%	1.8	3.8	55	-0.2%	19%	i	2.2%	-10%	-15%
O=C(C1=C[C@@H]2[C@H]3C(=O)N(c4ccc(Cl)cc4)C(=O)[C@H]3[C@@H](C(=O)c3ccc(Cl)cc3)N2C=C1)c1ccccc1	-2.9%	1.1	0.0	88	-0.4%	18%	i	-5.3%	8%	-19%
Cc1ccc(/C(N)=N/OC(=O)/C=C/c2ccccc2)cc1	4.0%	1	1.4	69	-0.3%	-19%	i	-1.4%	-48%	.
Cc1[nH]c(=O)[nH]c(=O)c1/C=N/NC(=O)CCCCCNC(=O)OC(C)(C)C	.	.	-0.5	42	-0.1%	9%	i	.	3%	-3%
CCCCc1ccc(N2C(=NC(=O)C3CCCO3)SC3CS(=O)(=O)CC32)cc1 (stereo not drawn)	-4.3%	.	0.6	70	-0.1%	-15%	.	.	-3%	-26%
CCn1c(CSc2ncccn2)nnc1SCC(=O)N1c2ccccc2CC1C (stereo not drawn)	0.8%	1.1	-0.8	73	0.7%	-60%	i	.	-1%	28%
